Assay outcomes deposited in PubChem BioAssay by several laboratories.
TROY NFkB inh – inhibitors of TROY-driven NF-kB signaling, primary screen, Q293 LMP1-TROYcd cells, NF-kB luciferase, uHTS; hit rate 0.98% among 360,000; inhibition, % at 10 µM; Q293 LMP1-TROYcd NF-kB luciferase reporter, 4 h;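 active = compounds whose plate-normalised and pattern-corrected inhibition of the luciferase reporter signal at the single screening dose is 50% or more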
Shn3 3UTR inh – reduction of Shn3 3'UTR firefly luciferase signal, primary screen, Schnurri-3 inhibitor project, cell-based, Clone20 osteoblasts, set 2; inhibition, % at 12.5 µM; Clone20 osteoblast Shn3 3'UTR firefly luciferase, 24 h; hit rate 0.52% among 360,000;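 active = mean inhibition of at least 75% with every replicate also reaching 75%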;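 note: 0% = median of neutral control wells and 100% = pilot-screen positive control compound; some compounds past the cut are filed as inactive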
SRC3 inh – SRC3 coactivator transcriptional activity inhibitors, primary screen, cell-based, luminescence | HEK293 GAL4-SRC3 luciferase reporter | inhibition, % at 3.6 µM | hit rate 0.17% among 360,000 | Nuclear receptor coactivator 3 (Homo sapiens), Q9Y6Q9;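 active = inhibition above a per-campaign cutoff, the mean of all compounds plus 3 SD, cut at about 60% in these data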;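 note: 0% = DMSO-treated cells and 100% = gossypol-treated cells at 36 µM; higher means less SRC3-driven luciferase light from the GAL4 reporter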
TWEAK-Fn14 inh – inhibitors of TWEAK-Fn14 signaling, primary screen, luciferase reporter cells, uHTS; TWEAK-stimulated Fn14 reporter cells, luciferase luminescence, 8 h; inhibition, % at 10 µM; hit rate 2% among 360,000; AID 1159606, 2016; in the data active = inhibition above about 50%
TRAIL sens C8 – viability loss with TRAIL in NB7+C8 cells, primary screen, TRAIL sensitizer project, cell-based, ATPlite luminescence; inhibition (viability loss, TRAIL sensitization), % at 10 µM; hit rate 1% among 360,000; AID 624354, 2012;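 active = compounds causing at least 50% loss of cell viability in the single-dose screen, relative to plate controls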
EBV LMP1 NFkB – EBV LMP1-driven NF-kappaB luciferase reporter inhibitors, primary screen, cell-based, luminescence, single point; hit rate 0.69% among 350,000; inhibition, % at 12.5 µM; AID 504558, 2011; LMP1-induced NF-kappaB luciferase reporter cells; in the data active = inhibition above about 41%;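 note: 0% = neutral control wells and 100% = reference inhibitor control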
LRH-1 inv ag – LRH-1 (NR5A2) inverse agonists, primary screen, cell-based, luminescence, HEK293T, StAR-luciferase reporter; Nuclear receptor subfamily 5 group A member 2 (Homo sapiens), O00482; LRH-1 transfected, 24 h; inhibition, % at 3.6 µM; hit rate 0.13% among 360,000; AID 602396, 2012;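 active = inhibition above the mean inhibition of all tested compounds plus 3 SD, cut at about 73% in these data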;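 note: 0% = DMSO wells and 100% = reporter-only cells lacking LRH-1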
CF NFkB block – inhibitors of PAF-induced NF-kB signaling, primary screen, cell-based, GFP fluorescence, uHTS; KKLEB NF-kB-GFP reporter, GFP fluorescence overnight; inhibition, % at 5 µM; hit rate 0.86% among 360,000;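 active = at least 50% inhibition at 5 µM, scaled per plate between neutral and stimulator controls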;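 note: PAF is a Pseudomonas aeruginosa culture filtrate used as stimulus; plate controls were PAF-stimulated DMSO wells for no effect and unstimulated DMSO wells for full effect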
KKLEB tox – cytotoxicity in KKLEB CF airway cells, primary screen, cytotoxicity control for CF NF-kB inhibitor project, cell-based, uHTS, fluorescence assay plates. KKLEB CF airway cells viability, ATPlite luminescence, overnight; hits give low values; cells stimulated with P. aeruginosa culture filtrate. activity change (cytotoxicity), % at 5 µM. hit rate 0.36% among 360,000. AID 602141, 2011;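 active = corrected activity change at or below -50% at 5 µM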
SRC1 inh – SRC1 coactivator transcriptional activity inhibitors, primary screen, cell-based, luminescence; hit rate 0.12% among 360,000; Nuclear receptor coactivator 1 (Homo sapiens), Q15788; inhibition, % at 3.6 µM; HEK293 GAL4-SRC1 luciferase reporter;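 active = inhibition above the campaign mean plus 3 SD, with each screening campaign given its own cutoff, cut at about 60% in these data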;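 note: 0% = DMSO treated cells and 100% = gossypol at 36 µM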
NR2F2 inh – NR2F2 transcriptional activity inhibitors, primary screen, cell-based, luciferase reporter, HEK293T, luminescence. COUP transcription factor 2 (Homo sapiens), P24468. HEK293T NGFI-A luciferase reporter. inhibition, % at 8.6 µM. hit rate 0.7% among 370,000;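 active = inhibition above a per-plate cutoff, mean inhibition of test wells between control levels plus 3 SD, cut at about 38% in these data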;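 note: cells cotransfected with COUP-TFII expression vector driving the NGFI-A reporter; 0% = median of COUP-TF2 test wells and 100% = reporter-only cells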
* hit, by the source's call; / = no result given; & = joins results of further samples; ! = a repeat was not active. These rows are one share of the data; the hit share may differ from the screen's.

SMILES	TROY NFkB inh	Shn3 3UTR inh	SRC3 inh	TWEAK-Fn14 inh	TRAIL sens C8	EBV LMP1 NFkB	LRH-1 inv ag	CF NFkB block	KKLEB tox	SRC1 inh	NR2F2 inh
NS(=O)(=O)c1ccc2c(c1)C(=NO)c1cc(S(N)(=O)=O)ccc1-2	-8	19	1	-33	-2	-16	16	9	-2	1	2
O=C(CN(C(=O)c1csnn1)c1cccc2ccccc12)NCc1ccccc1	-7	19	2	-6	-11	5	5	6	-11	-6	-10
CCC(=O)NC(NC(=S)Nc1ccc(S(N)(=O)=O)cc1)C(Cl)(Cl)Cl (stereo unspecified)	4	15	9	14	3	1	16	12	-1	2	10
COc1cc(C2C(C(=O)OCCC#N)=C(C)NC3=C2S(=O)(=O)c2ccccc23)cc(OC)c1OC (stereo unspecified)	-10	5	7	-15	5	1	6	-18	11	1	-3
S=c1nc2ccccc2c2nc(-c3ccccc3)[nH]n12	-78	-25	-23	2	-8	-2	-18	-9	-16	-26	-7
COc1ccc(N(CC(=O)NCc2ccncc2)S(=O)(=O)c2ccc(C)c([N+](=O)[O-])c2)cc1	6	-3	9	-12	-4	4	-7	20	-8	-10	12
COc1ccccc1P(=O)(c1ccccc1)c1ccccc1	2	10	-2	-1	-10	7	3	-3	4	-7	6
O=C(Nc1ccc(N2CCOCC2)c([N+](=O)[O-])c1)c1ccco1	-35	-47	-11	-39	7	-5	-55	10	-8	-26	-19
Cc1ccc(NS(=O)(=O)c2cccc(C(=O)NCc3ccccn3)c2)cc1	-6	-13	-20	-2	-6	2	12	-8	4	-5	11
C=CCSc1nc(C)c(CC(=O)OCC(C)C)c(=O)[nH]1	10	-24	6	-2	3	-1	-6	-6	0	-3	1
COc1cc(C2C3C(=O)N(Cc4ccccc4)C(=O)C3ON2c2ccccc2)cc(OC)c1O (stereo unspecified)	-6	-7	-33	-25	-8	-5	-1	-16	7	13	3
O=C(CCCCCCC(=O)NCc1ccccc1)NCc1ccccc1	-4	-11	-21	5	2	2	-11	12	4	-8	-17
COc1ccc(CNC(=O)COC(=O)c2ccccc2OCC(=O)Nc2ccc(SC(F)F)cc2)cc1	-4	16	14	-6	6	-74	9	18	-23	5	16
Cc1nn(C(=O)N2CCCCC2)c(C)c1CN1C(=O)c2ccccc2C1=O	3	-11	15	-2	-22	3	-8	-9	9	4	19
O=C(O)CSCc1nc2cccnc2n1C1CCCCC1	-19	-13	-10	15	-26	-5	3	-11	-3	6	14
COc1ccc([N+](=O)[O-])cc1NC(=O)CS(=O)(=O)c1ccc(C)cc1	2	23	6	10	-6	3	-6	-8	2	-1	4
CC(=O)c1ccc(OC(=O)N2CCOCC2)cc1	19	1	-10	-3	5	1	-13	-8	4	4	-4
C[n+]1ccccc1/C=C/c1c(F)cccc1F	-14	-3	12	11	-5	4	-6	8	-3	11	10
CCN(CC)C(=O)Cn1cc(S(=O)(=O)CC(=O)NCc2ccccc2)c2ccccc21	4	-6	-2	11	-4	-4	3	-12	-2	-8	-3
COc1cccc(-n2c(SC)nnc2-c2c[nH]c3ccccc23)c1	2	-10	4	6	22	1	0	17	-4	-20	2
CC(C)=CCC/C(C)=C/CNC(=O)C[C@H]1C[C@H](C(=O)N2CCCCC2)[C@@]2(C)c3[nH]c4cc(-c5ccco5)ccc4c3CCN2C1=O	4	39	7	13	-3	20	14	36	-18	-16	-2
Cc1ccc2cc(CN(CCN(C)C)C(=O)Nc3ccc(Cl)cc3)c(=O)[nH]c2c1	-45	-8	6	-27	5	-12	-5	-2	-7	-15	6
O=C(Nc1ccccc1)c1cccc2c(Br)cccc12	11	-9	-4	-4	-5	-12	3	16	-2	1	-25
O=C(Nc1cccs1)Nc1nnc([C@@H]2C[C@H](O)[C@@H](CO)O2)s1	6	-13	-29	11	0	/	-7	12	-4	4	-10

Reprinted from the part before: 2 compounds; new compounds follow.
SMILES	TROY NFkB inh	Shn3 3UTR inh	SRC3 inh	TWEAK-Fn14 inh	TRAIL sens C8	EBV LMP1 NFkB	LRH-1 inv ag	CF NFkB block	KKLEB tox	SRC1 inh	NR2F2 inh
O=C(Nc1ccccc1)c1cccc2c(Br)cccc12	11	-9	-4	-4	-5	-12	3	16	-2	1	-25
O=C(Nc1cccs1)Nc1nnc([C@@H]2C[C@H](O)[C@@H](CO)O2)s1	6	-13	-29	11	0	/	-7	12	-4	4	-10
CCCCn1c(N)c(N(CCOC)C(=O)c2ccc(Br)o2)c(=O)[nH]c1=O	2	-6	1	9	-22	-6	-23	10	8	-10	-9
O=C(CC1C[C@H](C(=O)N2CCOCC2)[C@@]2(CCC3CCCC3)c3[nH]c4ccccc4c3CCN2C1=O)NCc1ccco1 (stereo partly specified)	0	-5	3	21	5	6	6	2	-1	1	-5
Cc1ccc(/C=C/c2onc(C)c2S(=O)(=O)N2CCC(C(=O)N3CCCCC3)CC2)cc1	21	19	-1	-1	15	-14	9	7	-8	1	1
COc1cc(/C=N/N=C2/SCC(=O)N2c2ccc(O)cc2)ccc1O	0	-14	20	6	9	-6	28	-5	0	0	6
Cc1ccsc1/C=C1/SC(N2CC(C)OC(C)C2)=NC1=O (stereo unspecified)	-44	2	9	-2	4	1	1	-13	5	0	4
COc1cc2oc(-c3ccc(O)cc3)cc(=O)c2c(O)c1OC	-38	-52	4	-7	21	-9	41	21	-14	-9	-18
CC(=O)c1cccc(NC(=S)N2CCc3ccccc32)c1	-31	-9	-17	-8	11	-6	-19	-11	6	-64	2
CNS(=O)(=O)c1ccc2c(c1)C(=O)c1cc(S(=O)(=O)NC)ccc1CC2	7	4	-15	-8	-6	8	15	12	-8	-21	-8
O=C(c1cccc(F)c1)n1nnc2ccccc21	-8	7	-5	7	-5	-8	19	0	4	-5	14
COc1cc(NC(=O)C2CCCC2)c(OC)cc1Cl	-19	3	10	6	-12	-6	8	-10	12	9	4
CC1CCCN(S(=O)(=O)c2ccc(NC(=O)C3CCN(C(=O)c4ccco4)CC3)cc2)C1 (stereo unspecified)	5	-37	13	14	-2	3	-17	-4	-23	10	14
c1ccc(CSC2=NNC(c3ccccn3)S2)cc1 (stereo unspecified)	-12	-2	-7	46	27	8	-42	36	-21	-41	-11
O=C(Nc1cc(Cl)ccc1N1CCCC1)C1=NN(c2ccccc2)C(=O)CC1	-2	-3	-6	8	9	1	8	-6	-22	-11	8
CC(C)CC(=O)Nc1c2c(nn1-c1cccc(Cl)c1)CS(=O)(=O)C2	-8	-6	8	-17	-1	2	13	-9	1	6	6
Cc1ccc(CN2C(=O)CCC2C(=O)NCCN2CCN(c3cccc(Cl)c3)CC2)cc1 (stereo unspecified)	6	5	-1	2	0	7	-10	17	0	1	9
Cc1ccc(/C(=N\O)c2oc3c(C)c4oc(=O)cc(C)c4cc3c2C)cc1	28	-13	3	30	28	11	-1	-2	12	-11	3
COc1ccc(S(=O)(=O)Nc2ccc(Cl)cn2)c(C)c1C	-29	13	15	1	-5	-1	8	2	-3	-57	4
CCCc1cc(-c2ccc3c(c2)COc2c4ccccc4nn2-3)on1	24	-36	-96	23	33	-19	-300	-23	0	-106	-63
CN(C)C(=S)Oc1ccccc1-c1ccccc1OC(=S)N(C)C	5	-10	-5	-5	-15	0	5	20	-11	-6	18
O=C(NCC(=O)N(c1cccc(F)c1)C(C(=O)NC1CCCC1)c1ccco1)c1ccco1 (stereo unspecified)	12	3	-7	-1	-13	4	-17	-10	-5	-10	10
CCNc1nc(NC(C)C)nc(NS(=O)(=O)c2ccc(N)cc2)n1	0	-11	12	-12	2	4	20	-11	-6	11	6
Cc1ccc(P(=O)(O)c2ccc(C)cc2)cc1	29	0	-5	4	5	-4	-10	2	4	-3	2
[O-]/C(=C(\C(=S)Nc1cccc2ccccc12)[n+]1ccccc1)c1ccc(OC(F)F)cc1	82*	-4	4	43	1	-11	19	-7	-3	9	-31
O=C(Nc1ccccc1)Nc1cccc(-c2cn3cccnc3n2)c1	-30	-21	2	-10	18	-9	-13	2	-3	-33	-19
Cc1ccc(S(=O)(=O)N(C)c2cc(S(=O)(=O)N3CCOCC3)c(C)cc2C)cc1	-33	3	-15	-4	-7	-10	2	12	-4	9	6
COc1cc([C@@H]2[C@H]3CN(C)CC=C3C(C#N)=C(N)C2(C#N)C#N)cc2c1OCO2	60*!	7&-17	-18&-2	63*!	0&-22	-10&17	31&32	-12&-11	0&-1	-17&6	-1
CCCNC(=O)c1cc(S(=O)(=O)N2CCc3ccccc32)ccc1F	-1	10	14	-26	2	-1	3	14	-1	21	-4
Cc1cc(NC(=O)c2cc3ccccc3oc2=O)no1	-30	-4	16	-38	-11	-8	11	-13	3	4	7
CC/C(=C/c1sc2ccc(C)cc2[n+]1CCO)SC	6	2	18	9	10	0	2	16	-7	-1	4
Brc1ccc(/C=N/n2cnnc2)s1	-4	-28	5	-19	-2	-23	7	3	0	6	-3
CCN1CCN(C(CNS(=O)(=O)c2ccc(Cl)cc2)c2cccnc2)CC1 (stereo unspecified)	-3	-2	12	3	-42	0	-16	-16	12	-12	7
COCCn1c(-c2ccc(OC)c(OC)c2)nc2ccccc21	-14	3	0	-4	0	-7	13	9	6	-13	-6
COc1ccc(/C=C/C(=O)Nc2cc(C(F)(F)F)ccc2Cl)cc1	-1	20	31	23	-12	1	10	-13	17	5	10
COCCNC(=S)NC1CC2CCCC(C1)N2Cc1cccs1 (stereo unspecified)	2	7	0	-11	-9	6	3	-1	8	8	2
CC(C(=O)Nc1ccccc1-c1ccccc1)N1CCOCC1 (stereo unspecified)	5	10	16	-12	-42	-5	17	14	-12	12	4
CCOC(=O)N1CCN(Cc2nc3cc(NC(=O)CC(C)C)ccc3n2CC)CC1	-8	15	-3	-9	23	4	2	5	-5	5	10
CCCOC(=O)C1[C@H]2C(=O)N(C(C)c3ccc(OC)cc3)C[C@]23C=C[C@H]1O3 (stereo partly specified)	-1	12	-5	4	0	0	-15	-14	10	-5	5
O=C(CCN1CCN(c2ccccc2)CC1)Nc1ccc(OCc2ccccc2)cc1	-16	20	10	-12	5	-4	9	-4	2	-7	10
O=C(CN1CCN(C(=O)c2ccco2)CC1)Nc1cc(Cl)ccc1Cl	-30	-27	0	-1	20	5	-13	-3	-14	-11	-50
CCOc1ccccc1OCCCC(=O)N(CC)CC(=O)Nc1ccc(NC(C)=O)cc1	-9	6	13	-6	-6	-5	-5	5	-7	0	-16
